NLRP3 yeast inh = NALP3 inhibition in yeast; Yeast reconstituted NLRP3/ASC/caspase-1, beta-gal luminescence, 24 h; inhibition, % at 10 µM; 330,000 tested, 0.39% active; AID 2825;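 active = inhibition of 50% or more; inactive = inhibition below 50%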;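 note: plate controls were induced DMSO wells for no effect and uninduced yeast grown without galactose for full effect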
hIAP inh = blocks human intestinal alkaline phosphatase. P09923. purified IAP, CDP-Star luminescence, 30 min. inhibition, % at 10 µM. 330,000 tested, 0.12% active. AID 2544;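 active = inhibition reaching a set limit with compound at 10 µM in the primary screen, cut at about 35% in these data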;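 note: plate controls were DMSO wells with enzyme for no effect and no-enzyme buffer wells for full effect; values of inactives mirror those of a sister screen read the other way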
Target sequence (P09923 whole entry, looked up): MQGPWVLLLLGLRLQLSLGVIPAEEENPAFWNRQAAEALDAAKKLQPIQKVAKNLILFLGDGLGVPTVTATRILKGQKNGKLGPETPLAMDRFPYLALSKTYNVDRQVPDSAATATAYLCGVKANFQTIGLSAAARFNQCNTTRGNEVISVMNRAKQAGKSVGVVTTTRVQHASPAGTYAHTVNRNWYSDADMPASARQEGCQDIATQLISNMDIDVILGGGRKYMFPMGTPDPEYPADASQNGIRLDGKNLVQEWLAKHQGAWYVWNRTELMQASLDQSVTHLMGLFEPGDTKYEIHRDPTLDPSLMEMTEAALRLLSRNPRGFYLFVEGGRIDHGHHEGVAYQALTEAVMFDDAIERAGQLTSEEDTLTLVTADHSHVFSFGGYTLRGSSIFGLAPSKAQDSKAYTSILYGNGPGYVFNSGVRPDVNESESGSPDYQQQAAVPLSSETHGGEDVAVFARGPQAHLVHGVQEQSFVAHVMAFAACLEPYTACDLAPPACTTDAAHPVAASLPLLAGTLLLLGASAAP
mIAP activ = mouse IAP activation; 330,000 tested, 0.24% active; muIAP, CDP-Star luminescence, 30 min; stronger effect = higher value; 1 = vehicle-only enzyme signal, 0 = enzyme-free wells; activation factor at 10 µM;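 active = activation factor of at least 2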; note: the source names both 10 and 20 µM as test concentration; values of inactives mirror those of a sister screen read the other way
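Assay system: mouse IAP enzyme; reagent: chemiluminescent substrate CDP-Star; dosing: test compounds delivered from DMSO solution; schedule: 30 min at room temperature; measured by: luminescence from enzymatic CDP-Star hydrolysis; controls: DMSO-only wells and no-enzyme negative control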
ATG4B inhibitor = inhibitors of human ATG4B cysteine protease | Q9Y4P1 | ATG4B cleavage of LC3-PLA2, NBD-HPC fluorescence, 1 h | inhibition, % at 8.33 µM | 340,000 tested, 0.51% active | AID 504462; in the data active = inhibition above about 40%
Target sequence (Q9Y4P1 whole entry, looked up): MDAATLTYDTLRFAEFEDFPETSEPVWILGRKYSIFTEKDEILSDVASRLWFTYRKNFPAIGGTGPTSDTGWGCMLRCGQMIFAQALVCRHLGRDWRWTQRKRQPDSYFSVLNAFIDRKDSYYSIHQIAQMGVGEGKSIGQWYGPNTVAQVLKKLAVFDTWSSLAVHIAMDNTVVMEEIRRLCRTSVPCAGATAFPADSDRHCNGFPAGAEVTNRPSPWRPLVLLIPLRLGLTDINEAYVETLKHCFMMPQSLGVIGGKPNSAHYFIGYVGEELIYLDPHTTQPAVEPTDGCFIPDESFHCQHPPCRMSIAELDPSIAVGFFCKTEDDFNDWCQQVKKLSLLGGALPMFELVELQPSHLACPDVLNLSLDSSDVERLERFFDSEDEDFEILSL
hIAP activ = human IAP activation. P09923. purified human IAP, CDP-Star luminescence, 30 min; stronger effect = higher value; 1 = vehicle-only enzyme, 0 = enzyme-free background. 330,000 tested, 0.16% active. AID 2524. activation factor at 10 µM;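 active = activation factor of the enzyme at least 2-fold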; note: the source names both 10 and 20 µM as test concentration; values of inactives mirror those of a sister screen read the other way
mIAP inh = blocks mouse intestinal alkaline phosphatase; purified mouse IAP, CDP-Star luminescence, 30 min; inhibition, % at 10 µM; 330,000 tested, 0.2% active; AID 2806;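 active = inhibition of at least 40% at 10 µM in the primary screen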;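 note: plate controls were DMSO with enzyme for no effect and no enzyme wells for full effect; values of inactives mirror those of a sister screen read the other way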
TIM10 inh = inhibits growth of TIM10 yeast strain; S. cerevisiae TIM10 strain growth, BacTiter-Glo luminescence, 24 h; inhibition, % at 10 µM; 330,000 tested, 1.4% active; AID 463195;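 active = inhibition of 40% or more at the single tested concentration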;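 note: wild-type TIM10 isogenic control strain grown at permissive 25 °C; 0% = DMSO yeast wells and 100% = minimal medium wells without yeast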
Apaf1 inhib = human Apaf-1 inhibition. inhibition, % at 20 µM. reconstituted apoptosome caspase-3 activity, DEVD-Rh110 fluorescence. O14727. AID 489030. 330,000 tested, 0.71% active; active = inhibition of at least 40% at 20 µM;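 note: plate controls were DMSO wells for no effect and DEVD-CHO caspase inhibitor wells for full effect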
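Material: cell-free apoptosome with Apaf-1, procaspase-3 and caspase-9; Buffer or medium: Hepes pH 7.5 with detergent and BSA; Reagent: cytochrome c trigger plus (Z-DEVD)2-Rh110 caspase-3 substrate; Times: compound with Apaf-1, dATP, procaspase-3 30 min, then 50 min reaction, room temperature; Technique: Rh110 fluorescence intensity.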
tim10-1 inh = growth inhibitors of tim10-1 mutant yeast. S. cerevisiae tim10-1 ts strain growth, BacTiter-Glo, 24 h. inhibition, % at 20 µM. 330,000 tested, 2.2% active;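 active = inhibition of at least 40%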;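 note: mutant grown at 25 °C; 0% = DMSO wells with yeast and 100% = wells holding no yeast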
* hit, by the source's call. An unsorted share of the library, and some 4.5% of all compounds hit somewhere here.

cpd	SMILES	NLRP3 yeast inh	hIAP inh	mIAP activ	ATG4B inhibitor	hIAP activ	mIAP inh	TIM10 inh	Apaf1 inhib	tim10-1 inh
1	Cc1cc(C(=O)NNC(=S)NCC(C)C)no1	-5.4	-32.0	0.848	9.3	1.32	15.2	5.3	-12.6	22.3
2	CCCNC(=O)c1ccc2c(=O)n3c(-c4ccc(C)cc4)csc3nc2c1	23.0	-6.3	1.07	1.0	1.06	-7.1	20.1	29.4	-15.0
3	C/C(=N\O)c1ccc(Cl)c(Cl)c1	-0.4	-26.8	0.963	-3.4	1.27	3.7	12.9	-3.9	4.7
4	COc1ccc(C)cc1NC(=O)C/C(C)=N/NC(=O)Cc1cccc2ccccc12	21.0	5.7	1.01	-24.5	0.943	-0.6	3.0	15.4	21.9
5	Cc1ccc(Nc2cc(C)nc(-c3ccccc3O)n2)cc1	8.5	1.2	1.19	-4.7	0.988	-18.8	52.9*	18.0	58.5*
6	Cc1ccc(C)c(C(=O)CN2C(=O)c3ccccc3C2=O)c1	31.0	7.6	0.981	3.2	0.924	1.9	1.9	-5.2	10.0
7	CSc1ccc(CNc2ncc(-c3cccc([N+](=O)[O-])c3)n2C)cc1	30.4	-12.3	0.881	2.8	1.12	11.9	-7.6	11.0	-7.3
8	COc1ccc(S(=O)(=O)NCCSC(C)(C)C)c(Cl)c1Cl	19.6	13.1	1	-9.1	0.869	-0.2	30.8	-4.0	37.4
9	C=CCc1ccc(OCC(O)CN2CCN(c3ccccc3)CC2)c(OC)c1 (centres undefined)	13.9	-9.7	1.09	-6.1	1.1	-8.8	-8.6	10.6	7.3
10	COc1cccc(/C=C2/NC(=O)N(CC(=O)Nc3ccc(C)cc3)C2=O)c1OCc1cccc(C(=O)O)c1	-0.9	14.7	0.942	-0.5	0.853	5.8	11.8	9.3	-8.9
11	CC(C)c1ccc(/C=C/c2[nH]c(=O)[nH]c(=O)c2[N+](=O)[O-])cc1	14.9	-5.2	1.08	-3.6	1.05	-7.8	-0.4	16.6	8.8
12	CC(=O)c1ccc(NC(=O)CSc2nc(Nc3ccccc3)nc(N3CCOCC3)n2)cc1	-4.4	-5.0	1.03	0.5	1.05	-3.4	1.6	12.5	0.8
13	Cc1cccc(N2CCN(C(=O)CCC(=O)N3CCOc4ccc(Cl)cc43)CC2C)c1 (centres undefined)	17.3	11.7	0.984	-7.4	0.883	1.6	9.0	15.2	22.1
14	O=C(CCN1CCOCC1)Nc1ccc(F)cc1	13.2	-24.3	1.06	5.3	1.24	-6.0	-2.5	-4.4	-11.0
15	COc1c2c(cc3oc(CO[C@@H]4O[C@H](CO)[C@@H](O)[C@H](O)[C@H]4O)cc(=O)c13)O[C@H](C(C)(C)O)C2	-6.0	18.0	1.14	4.9	0.819	-13.6	3.4	1.0	-9.8
16	O=C(NCCS(=O)(=O)N1CCCCCC1)c1ccccc1	7.9	6.4	0.953	5.2	0.936	4.7	-13.9	14.4	-4.5
17	Cc1nc2sc(C(c3ccco3)N3CCC4(CC3)OCCO4)c(O)n2n1 (centres undefined)	13.3	3.5	0.991	0.3	0.965	0.9	4.1	-7.4	-7.7
18	COC(=O)COc1c(/C=C\c2nc(O)c([N+](=O)[O-])c(=O)[nH]2)cccc1OC	6.4	-0.3	0.973	3.0	1	2.7	13.6	-6.1	-3.8
19	COC(=O)C1CCN(CC(=O)Nc2sc3c(c2C#N)CCC3)CC1	3.3	-0.8	0.919	-3.4	1.01	8.1	0.6	5.5	7.2
20	Cc1ccc(C(=O)O)cc1NS(=O)(=O)c1ccc2ccccc2c1	3.9	-14.4	0.97	-10.9	1.14	3.0	-18.8	0.7	18.3
21	COc1ccc(NC(=O)CC2Nc3cc(C)c(C)cc3NC2=O)c([N+](=O)[O-])c1 (centres undefined)	20.5	3.4	0.938	5.9	0.966	6.2	-11.2	16.3	6.6
22	O=C(NNC(=O)c1ccccc1O)c1ccc(Cl)c(S(=O)(=O)N2CCc3ccccc32)c1	7.1	-97.7	0.717	20.0	1.98	28.3	20.6	12.3	32.0
23	O=C(OCCOc1ccc(Br)cc1)c1ccc(Cl)nc1	10.5	-8.5	1.03	-0.5	1.08	-3.5	-5.2	10.7	6.6
24	Cc1ccc2nc(SCCC(=O)O)cc(C)c2c1	18.4	-6.5	0.992	-5.1	1.06	0.8	-1.8	-10.9	-8.7
25	CCN(CC)C(=O)c1[nH]cnc1C(=O)NCC(=O)OCc1ccccc1	13.1	-15.9	0.962	7.1	1.16	3.8	-0.7	-2.5	-14.1
26	CC1CCN(CCc2nc3cc(NS(=O)(=O)c4ccccc4)ccc3n2C)CC1	-5.9	6.1	0.98	-9.4	0.939	2.0	8.4	1.0	15.8
27	C=CCn1c(CCC(=O)Nc2ccc(C)c(Cl)c2)nnc1SCC(=O)Nc1ccccc1C	6.1	-6.0	1.17	-24.3	1.06	-16.7	19.3	7.1	16.1
28	Cc1ccc(C(=O)NCCCc2ccccc2)c(C)c1	11.4	-35.9	1.02	-1.7	1.36	-2.0	-17.9	4.2	-3.3
29	CS(=O)(=O)N1CCN(c2ccccc2[N+](=O)[O-])CC1	2.7	-9.2	0.968	4.1	1.09	3.2	-1.3	14.3	15.1
30	Cc1ccc(NC(=O)CN(C)CC(=O)Nc2sc3c(c2C(N)=O)CCC3)cc1	13.6	-36.8	1	-16.4	1.37	-0.1	8.8	21.5	-1.0
31	O=C(COc1ccc(F)c(Cl)c1)Nc1ccc(N2CCOCC2)cc1	8.0	6.5	1.04	0.2	0.935	-4.4	-0.2	6.4	-6.0
32	COc1ccc(NC(=O)c2ccc3c(c2)NC(=O)CO3)cc1OC	-3.9	-20.7	1.1	-5.9	1.21	-10.4	-11.1	-15.1	-4.8
33	O=C(COC(=O)COc1ccc2ccccc2c1)NCC(F)(F)F	14.2	9.5	1.03	5.6	0.905	-2.6	-4.1	-9.0	7.3
34	COC(=O)CC1C(=O)NCCN1C(=O)Nc1ccc(Cl)cc1 (centres undefined)	12.8	-5.9	0.89	-2.9	1.06	11.0	1.5	-6.7	-2.5
35	CCOC(=O)C1CCCN(C(=O)COC(=O)c2cccs2)C1 (centres undefined)	19.2	-2.0	0.936	-2.4	1.02	6.4	-12.3	-7.4	6.2
36	COc1ccc(-n2c(C)nc3cc(C(=O)NCc4ccco4)ccc32)cc1	17.9	-4.7	1.03	-13.7	1.05	-3.0	5.8	2.3	26.2
37	O=C(CNC(=O)c1cccc(F)c1)OCC(=O)N1CCCCC1	1.9	0.6	1.06	-3.6	0.994	-5.8	-3.6	0.7	4.6
38	O=C(OCC(=O)N1CCCC1)c1ccc(S(=O)(=O)N2CCOCC2)cc1	20.6	-2.2	0.935	3.3	1.02	6.5	-0.1	-1.4	0.0
39	COCC(=O)OCn1nnc2ccccc2c1=O	6.6	-11.9	0.957	-12.9	1.12	4.3	-1.5	-0.3	10.4
40	Cc1ccccc1NC(=O)CN1CCOCC1	10.7	5.0	0.94	-1.7	0.95	6.0	2.0	-16.2	-5.0
41	CCOc1cc(/C=N/Nc2nn3cnnc3c3ccccc23)ccc1O	-16.5	-0.8	1.02	-11.8	1.01	-1.9	18.6	10.1	37.8
42	O=C(NCC1COc2ccccc2O1)c1ccc(F)c(S(=O)(=O)N2CCOCC2)c1 (centres undefined)	9.6	24.0	1	3.4	0.76	-0.2	1.1	2.9	11.0
43	CCOc1cc2[nH]c(=S)n(CCCC(=O)NCc3ccccn3)c(=O)c2cc1OCC	22.9	1.6	1.01	-5.0	0.984	-1.0	-6.9	4.3	5.0
44	O=C(NC1CCCC1)C(c1ccncc1)N(C(=O)Cc1cccs1)c1ccc(F)cc1 (centres undefined)	22.2	7.2	0.959	10.4	0.928	4.1	3.3	0.4	2.2
45	Cc1ccc(NC(=S)NCc2ccc(F)cc2)cc1	35.0	-6.3	1.45	14.9	1.06	-44.7	1.3	-4.4	7.6
46	Cc1cc(O)c2c(c1O)C(=O)[C@]13C(=C2O)C(=O)[C@@H]2[C@@H](O)[C@H]1[C@@H]1[C@H](O)[C@H]3C(=O)C3=C(O)c4c(O)cc(C)c(O)c4C(=O)[C@]312	39.0	4.7	0.532	7.4	0.953	46.8*	0.7	68.5*	2.8
47	COc1ccccc1CCC(=O)OCC(=O)Nc1c(C)nn(-c2ccccc2)c1C	-0.1	-1.6	0.949	9.2	1.02	5.1	5.5	9.1	16.9
48	CN1CC(=O)Nc2ccccc2C1=O	18.3	-24.8	1.08	12.5	1.25	-8.5	8.3	2.2	16.6
49	COc1ccc(C2=NOC(C(=O)Nc3ccc4c(c3)OCCO4)C2)c(OC)c1 (centres undefined)	11.7	-2.5	0.989	-2.5	1.02	1.1	-19.0	8.1	6.6
50	CSC(=Nc1cccc(C)c1)NC#N	20.2	4.6	0.966	2.5	0.954	3.4	-2.0	4.3	19.0

New compounds follow.
cpd	SMILES	NLRP3 yeast inh	hIAP inh	mIAP activ	ATG4B inhibitor	hIAP activ	mIAP inh	TIM10 inh	Apaf1 inhib	tim10-1 inh
51	NS(=O)(=O)c1ccc(CNS(=O)(=O)c2cc(Cl)ccc2Cl)cc1	-14.8	8.8	1.08	-4.4	0.912	-8.0	-1.9	0.8	0.2
52	O=C(CCn1c(=S)[nH]c2ccccc2c1=O)NCCSCc1ccccc1	7.4	12.3	0.897	-7.8	0.877	10.3	1.1	3.9	9.8
53	CC(C)n1cc(NC(=O)COc2ccccc2Cl)cn1	25.0	-8.0	1.01	-11.9	1.08	-1.4	-4.2	4.0	7.5
54	Cc1cccn2c(=O)c3cc(C(=O)N4CCCCC4)sc3nc12	30.5	10.1	1.01	2.5	0.899	-1.0	2.7	2.0	8.5
55	CCOC(=O)N1CCN(c2ccc(S(=O)(=O)N3CCC(C)CC3)cc2[N+](=O)[O-])CC1	20.3	16.7	0.874	-3.1	0.833	12.6	18.6	21.0	13.5

Source: PubChem (Sanford-Burnham Center for Chemical Genomics)
